MrgX1 antag: human MrgX1 receptor antagonism, primary screen. 1.3% of 310,000 active. B-score at 10 µM. MRGX1-HEK293 calcium flux, Fluo-4, BAM8-22 antagonism; hits give low values;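 active means calcium-response B-score plate-corrected more than 3 library SD below zero, starting fluorescence within 5 deviations, no agonist response on first addition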;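 further: peak minus trough fluorescence over baseline after final BAM8-22 challenge near maximal dose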
MrgX1 allo act: human MrgX1 positive allosteric modulation, primary screen; Q96LB2; MrgX1-HEK293, Fluo-4 calcium flux, FDSS; hits give high values; B-score at 10 µM; 0.63% of 310,000 active; AID 588675;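 active means plate-corrected calcium response at least 3 library SD above typical, normal starting fluorescence, not activating the receptor alone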;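 further: compound read alongside a low EC10 to EC30 dose of BAM8-22 agonist; peak minus trough fluorescence over baseline measured at the second addition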
TRPC6 activator: activators of mouse TRPC6 channel; Q61143; HEK293-TRPC6 membrane potential dye fluorescence; hits give high values; B-score at 10 µM; 0.13% of 310,000 active;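 active means B-score of the integrated fluorescence ratio above library mean plus 3 SD, and starting fluorescence ratio within library mean plus 5 SD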;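 further: higher score means more depolarization so channel activation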
Target sequence (Q61143 whole entry, looked up): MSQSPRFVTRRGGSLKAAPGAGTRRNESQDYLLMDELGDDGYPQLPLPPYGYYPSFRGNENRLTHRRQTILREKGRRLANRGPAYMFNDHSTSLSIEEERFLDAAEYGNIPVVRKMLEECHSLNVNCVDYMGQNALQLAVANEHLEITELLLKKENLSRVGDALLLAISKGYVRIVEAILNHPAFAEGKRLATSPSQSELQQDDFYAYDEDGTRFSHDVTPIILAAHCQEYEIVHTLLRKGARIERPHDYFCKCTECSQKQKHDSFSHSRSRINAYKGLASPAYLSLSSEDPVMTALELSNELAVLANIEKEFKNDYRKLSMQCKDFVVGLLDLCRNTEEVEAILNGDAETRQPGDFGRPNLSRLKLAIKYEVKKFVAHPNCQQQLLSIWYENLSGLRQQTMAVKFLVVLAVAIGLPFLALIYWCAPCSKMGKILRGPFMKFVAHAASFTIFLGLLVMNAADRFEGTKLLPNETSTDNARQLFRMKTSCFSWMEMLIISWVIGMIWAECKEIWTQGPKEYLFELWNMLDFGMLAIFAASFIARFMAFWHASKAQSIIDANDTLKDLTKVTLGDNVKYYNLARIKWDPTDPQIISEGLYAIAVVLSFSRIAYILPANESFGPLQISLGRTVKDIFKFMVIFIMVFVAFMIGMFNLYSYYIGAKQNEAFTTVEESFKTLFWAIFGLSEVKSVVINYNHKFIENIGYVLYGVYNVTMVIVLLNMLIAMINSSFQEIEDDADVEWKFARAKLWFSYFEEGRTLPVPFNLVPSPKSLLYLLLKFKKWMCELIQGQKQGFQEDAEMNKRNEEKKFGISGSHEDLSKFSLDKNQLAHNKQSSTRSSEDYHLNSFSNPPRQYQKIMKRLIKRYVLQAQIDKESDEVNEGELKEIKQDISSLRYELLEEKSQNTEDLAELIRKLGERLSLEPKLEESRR
HDAC3 inh: inhibitors of human histone deacetylase 3; O15379; recombinant HDAC3, fluorogenic peptide/trypsin coupled, fluorescence; inhibition, % at 8.3 µM; 0.15% of 320,000 active; AID 2718; in the data active means inhibition above about 26%, passing the limit was not always enough; inconclusive means no clear call, values can overlap the other calls
RGS4 act: RGS4 potentiation or activation | 0.92% of 310,000 active | AID 463111 | B-score at 10 µM | HEK293 M3R/inducible RGS4, carbachol calcium flux Fluo4; hits give low values;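 active means B-score of the integrated calcium signal more than 4 SD below the library mean, with starting fluorescence not abnormally high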;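 further: negative B-score means reduced calcium response which marks RGS4 activation or potentiation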
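System: HEK293 FlpIn-TREx cells, stable M3R, doxycycline-inducible RGS4. Timing: overnight RGS4 induction, 30 min dye load 37 °C, 20 min compound RT. Also added: carbachol, ECmax concentration. Measured by: Fluo4 fluorescence kinetic imaging of calcium. Evaluation: integrated calcium ratio converted to B score.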
TMEM16A inh: inhibitors of mouse TMEM16A calcium-activated chloride channel; Q8BHY3; HEK293 TMEM16A/YFP iodide influx fluorescence, ionomycin; normalized B-score (activity score, 25-100; higher = stronger inhibition) at 10 µM; 1.2% of 310,000 active; AID 588511;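 active means ratio plate-corrected score three or more library SD toward inhibition, starting fluorescence score within five deviations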;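 further: score derived from kinetic fluorescence span divided by baseline fluorescence per well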
TRPC6 inhibitor: mouse TRPC6 channel inhibition. Q61143. HEK293-TRPC6, membrane potential dye, ACh-evoked depolarization; hits give low values. B-score at 10 µM. 1.1% of 310,000 active. AID 2553;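 active means B-score under library mean minus 3 SD, initial fluorescence not abnormally high, positive integrated signal ratio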;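 further: B-score derived from integrated fluorescence ratio over the kinetic read; more negative B-score means stronger inhibition of depolarization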
MrgX1 ag: human MrgX1 receptor agonism, primary screen; AID 588627; 0.44% of 310,000 active; Q96LB2; B-score at 10 µM; MrgX1-HEK293 cells, Fluo-4 calcium fluorescence, agonist mode; hits give high values;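 active means calcium response B-score plate-corrected fluorescence ratio at least 3 library SD, with starting fluorescence B-score inside 5 SD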
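Material: HEK293 cells stably expressing human MrgX1 receptor | Quantity: 15,000 cells per well | Times: Cells plated overnight, dye loaded 0.5 h 37 °C, 0.5 h room temperature | Measured by: Kinetic Fluo-4 NW fluorescence of intracellular calcium | Control set: Positive and negative controls per plate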
TMEM16A act: mouse TMEM16A channel activation, primary screen | Q8BHY3 | HEK293 TMEM16A/YFP-H148Q/I152L, iodide quench fluorescence; hits give low values | B-score at 10 µM | 0.3% of 340,000 active | AID 623877;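 active means fluorescence-ratio B-score plate-corrected deviation score at least 3 library SD below zero, with starting fluorescence score within 5 deviations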;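 further: channel opened by trigger with iodide after compound preincubation; score built on the fluorescence ratio of max minus min over baseline; more negative score means more quench and so TMEM16A activation or potentiation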
SKKanGAS inh: SKKanGAS growth inhibition; S. pyogenes SKKanGAS, kanamycin growth, BacTiter-Glo, 6 h; inhibition, % at 7.5 µM; 1.3% of 300,000 active;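 active means mean replicate score, as percent of positive control median, at least 50; inconclusive means mean below 50 but one replicate at or above 50; inactive means mean and every replicate below 50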;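 further: strain carries kanamycin resistance gene driven by streptokinase promoter and grows in 40 µg/ml kanamycin; loss of luminescence reflects streptokinase promoter inhibition or plain growth inhibition; 0% = median of DMSO wells and 100% = positive control at its reference dose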
RGS4 inh: inhibitors of human RGS4; HEK293 M3R/RGS4 inducible, Fluo-4 calcium flux; hits give high values; triggered by carbachol at its EC20; P49798; 0.45% of 310,000 active; B-score at 10 µM;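 active means B-score, a plate-corrected calcium signal, over three deviations above library mean, with baseline fluorescence within five deviations of library mean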;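 further: RGS4 expression induced by doxycycline in cells with stable M3 receptor; B-score is computed from the integrated fluorescence ratio over baseline after carbachol; higher B-score means a larger calcium signal and so more RGS4 inhibition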
* = called active by the depositor; i = inactive; ? = inconclusive; . = not tested or not shown; & = joins results of further samples. Compounds as they come; any-hit rate near 6.7%.

SMILES | MrgX1 antag | MrgX1 allo act | TRPC6 activator | HDAC3 inh | RGS4 act | TMEM16A inh | TRPC6 inhibitor | MrgX1 ag | TMEM16A act | SKKanGAS inh | RGS4 inh
COc1ccc(OC)c(CNC(=O)CCCc2cn(C)c3ccccc23)c1 | i | i | i | -3 | i | i | i | i | i | -9 | i
O=Cc1sc([O-])nc1-[n+]1ccc2ccccc2c1 | i | i | i | -1 | i | i | i | i | . | 6 | i
Nc1nnnn1/N=C/c1cc(Cl)cc(Cl)c1OCc1ccc(Cl)cc1Cl | i | i | i | -10 | i | i | i | i | i | -4 | i
CCN1CCCC1CN(Cc1cc2ccc(C)cc2[nH]c1=O)C(=S)Nc1ccccc1OC (stereo unspecified) | i | i | i | -9 | i | i | i | i | i | 2 | i
CCOc1ccc(C(=O)Nc2ccc(S(=O)(=O)NCC3CCCO3)cc2)cc1OCC (stereo unspecified) | i | i | i | -10 | i | i | i | i | i | 0 | i
O=c1oc2c3c4c(cc2s1)CCCN4CCC3 | i | i | i | 1 | i | i | i | i | i | 12 | i
O=C(NCCCCNC(=O)c1ccc(Br)s1)c1ccc(Br)s1 | i | i | i | 3 | i | i | i | i | i | 6 | i
CCNC(=S)NNC(=O)c1csc2ccccc12 | i | i | i | -2 | i | i | i | i | i | 2 | i
O=C(NCc1cccnc1)Nc1cccc(Cl)c1Cl | i | i | i | 1 | i | i | i | i | i | 5 | i
COc1ccc(OCc2nnc(SCC(=O)N3CCCCC3)o2)cc1 | i | i | i | -2 | i | i | i | i | i | 8 | i
O=C(NC1CCCCCCC1)C1CCN(c2nc3ccccc3o2)CC1 | i | i | i | -7 | i | i | i | i | i | 1 | i
O=C(NCCCN1CCOCC1)/C(=C/c1ccco1)NC(=O)c1ccccc1 | i | i | i | 6 | i | i | i | i | i | -1 | i
COc1ccc(NC(=O)CSc2nnc(-c3ccccc3C)n2N)cc1OC | i | i | i | 9 | i | i | i | i | i | 0 | i
CN(C)CCCNCCCNC(=O)/C=N/O | i | i | i | . | i | i | i | i | i | -4 | i
O=C(NC(c1ccccc1)c1ccccc1)N1CCOCC1 | i | i | i | -3 | i | i | i | i | i | 10 | i
COc1ccccc1Nc1nc(NCCO)nc(N2CCCC2)n1 | i | i | i | -4 | i | i | i | i | i | -7 | i
O=C(Nc1ccc2c(c1)OCCO2)NC1(C(F)(F)F)Oc2ccccc2O1 | i | i | i | 7 | i | i | i | i | i | 0 | i
O=C(COc1ccc(C(=O)Nc2ccc(Cl)cc2)cc1)NCc1ccccc1 | i | i | i | 1 | i | i | i | i | i | 7 | i
O=[N+]([O-])c1ccccc1/C=C/C=N/n1c(-c2ccc(Cl)cc2)n[nH]c1=S | i | i | i | -5 | i | i | i | i | i | 0 | i
O=C(O)CSCC(=O)NCc1c(Cl)cccc1Oc1ccccc1 | i | i | i | -5 | i | i | i | i | i | -2 | i
CCN(CC)CCNc1nc(-c2ccc(OC(F)F)cc2)c(C)s1 | i | i | i | 4 | i | i | -6.2* | i | i | -11 | i
Cc1c(NC(=O)/C=C/c2cn(-c3ccccc3)nc2-c2ccc(F)cc2)c(=O)n(-c2ccccc2)n1C | i | i | i | . | i | i | i | i | i | 17 | i
CCOC(=O)c1c(C)[nH]c(N=Nc2ccc(C)cc2C)c1C | i | i | i | -4 | i | i | i | i | i | 6 | i
COC(=O)[C@H](CCSC)NC(=O)Nc1ccc(C(C)C)cc1 | i | i | i | 6 | i | i | i | i | i | -6 | i
O=C(NCCC1=CCCCC1)C1CCN(S(=O)(=O)N2CCOCC2)CC1 | i | i | i | -4 | i | i | i | i | i | -5 | i
O=[N+]([O-])c1cccc(/C=N/Nc2nc(N3CCOCC3)nc(N3CCOCC3)n2)c1 | i | i | i | 17 | i | i | i | i | i | 0 | i
N#C/C(=C\C=C\c1ccccc1)c1nc(-c2ccc(Cl)cc2)cs1 | i | i | i | -2 | i | i | i | i | i | -2 | i
CCN(CCCNC(=O)COc1cc(=O)n(C)c2ccccc12)c1ccccc1 | i | i | i | -7 | i | i | i | i | i | -1 | i
O=C(NC1CCS(=O)(=O)C1)c1cccc(S(=O)(=O)N2CCCCC2)c1 (stereo unspecified) | i | i | i | -2 | i | i | i | i | i | 2 | i
CCOC(=O)NC1c2ccccc2Oc2ccccc21 | i | i | i | 3 | i | i | i | i | i | 1 | i
CCN(CC(=O)Nc1c(F)cccc1F)C(=O)CCNS(=O)(=O)c1ccc(C)c(C)c1 | i | i | i | -2 | i | i | i | i | i | -4 | i
COc1ccc(-c2nc(-c3ccccn3)no2)cc1 | i | i | i | 3 | i | i | i | i | i | . | i
CC(=O)c1nn(-c2cccc(Br)c2)cc1C(=O)c1ccccc1 | i | i | i | -4 | i | i | i | i | i | 6 | i
CC(NC(=O)C1CCN(c2nnc(N3CCCC3=O)s2)CC1)c1ccccc1 (stereo unspecified) | i | i | i | 3 | i | i | i | i | i | 1 | i
Cc1cc(OC(=O)N2CCCCC2)cc(C)c1Cl | i | i | i | -6 | i | i | i | i | i | 10 | i
Clc1cccc(Cl)c1NC1=NCCN1 | i | i | i | -2 | i | i | i | i | . | -3 | i
COc1ccccc1Nc1nc(C)cs1 | i | i | i | -6&-3 | i | i | i | i | i | 7&0 | i
COc1ccc(S(=O)(=O)N2CCN(c3ccccc3OC)CC2)cc1 | i | i | i | 10 | i | i | i | i | i | -2 | i
CCn1c(SCC(=O)Nc2nc(C)cs2)nnc1-c1ccncc1 | i | i | i | -1 | i | i | i | i | i | 1 | i
Nc1ccc(S(=O)(=O)N2CCCC2)cc1 | i | i | i | ? | i | i | i | i | i | -2 | i
CCCc1cc(C(=O)NNC(=S)NCC2CCCO2)cs1 (stereo unspecified) | i | i | i | 2 | i | i | i | i | i | -13 | i
COC(=O)c1c(-c2c(Cl)cccc2Cl)noc1NC(=O)N(C)C | i | i | i | 1 | i | i | i | i | i | 3 | i
O=C(CCCOc1ccc(Cl)cc1)Nc1ccc(N2CCOCC2)cc1 | i | i | i | -4 | i | i | i | i | i | -16 | i
Cc1nn(Cc2ccc(F)cc2)c2sc(C(=O)Nc3ccccc3N3CCOCC3)cc12 | i | i | i | -7 | i | i | i | i | i | 10 | i
COc1cc(Br)c(C(C)NC(=O)c2ccccc2)cc1OC (stereo unspecified) | i | i | i | -7 | i | i | i | i | i | 0 | i
CC(C)(C)NC(=O)N1CCN(c2nc(-c3ccccc3)ns2)CC1 | i | i | i | 2 | i | i | i | i | i | -2 | i
CCC(=O)NC(=S)Nc1ccc(NC(=O)c2ccco2)c(OC)c1 | i | i | i | -1 | i | i | i | i | i | -1 | i
CCCOC(=O)Cc1n[nH]c(=O)[nH]c1=O | i | i | i | -3 | i | i | i | i | i | -2 | i
COc1ccccc1Oc1ccc(N2CC(C(=O)OCC(=O)c3ccccc3)CC2=O)cc1 (stereo unspecified) | i | i | i | -1 | i | i | i | i | i | 1 | i
O=C(C1=NN[C@@H]2C(=O)N(c3cccc(C(F)(F)F)c3)C(=O)[C@H]12)C(c1ccccc1)c1ccccc1 | i | i | i | 3 | i | i | i | i | i | 11 | i
O=C(CCNC(=O)c1ccc(Br)cc1)NCC1COc2ccccc2O1 (stereo unspecified) | i | i | i | -4 | i | i | i | i | i | 30 | i
COc1ccc(C(=O)Nc2ccc3c(c2)C(=O)c2ccccc2C3=O)cc1OC | i | i | i | 0 | i | i | i | i | i | -1 | i
CCCCS(=O)(=O)N1CCCC(C(=O)NCCc2ccccc2)C1 (stereo unspecified) | i | i | i | -5 | i | i | i | i | i | -13 | i
CC(C)C(C(=O)NCC1CCCO1)N(Cc1ccccc1)C(=O)CNS(=O)(=O)c1ccccc1 (stereo unspecified) | i | i | i | -3 | i | i | i | i | i | 7 | i
CN(C)Cc1nc2ccccc2c(=O)n1CC#N | i | i | i | 0 | i | i | i | i | i | 5 | i
CC(=O)NC12CC3CC(C1)CC(C(=O)N(C)Cc1cccc(Cl)c1Cl)(C3)C2 | i | i | i | 3 | i | i | i | i | i | -2 | i
COc1ccc(-n2c(Cc3cc(=O)[nH]c(=O)[nH]3)nnc2SCC(=O)N2CCC(C)CC2)cc1 | i | i | . | 0 | . | i | . | i | i | . | .
CC(C)CCNCC(O)CON=C1c2ccccc2-c2ccccc21 (stereo unspecified) | i | i | i | . | i | i | i | i | i | -1 | i
COc1cc(/C(C)=N/NC(=O)CSc2nncn2C)ccc1OCc1ccccc1Cl | i | i | i | -5 | i | i | i | i | i | 3 | i
COC(=O)c1ccc(CSc2nnc(Nc3ccccc3OC)s2)o1 | i | i | i | -2 | i | i | i | i | . | -6 | i

(list continues)
SMILES | MrgX1 antag | MrgX1 allo act | TRPC6 activator | HDAC3 inh | RGS4 act | TMEM16A inh | TRPC6 inhibitor | MrgX1 ag | TMEM16A act | SKKanGAS inh | RGS4 inh
O=C1c2ccccc2C(=O)N1CCCc1nc2ccccc2c(=O)n1CCCn1ccnc1 | i | i | i | 7 | i | i | i | i | . | . | i
Cc1ccnc(NS(=O)(=O)c2cc(C(F)(F)F)ccc2Cl)c1 | i | i | i | -2 | i | i | i | i | . | 0 | i
C=CCn1c(C)cc(C)c(C#N)c1=O | i | i | i | -7 | i | i | i | i | i | 7 | i
CC(C)(C)C(=O)O/N=C(\N)c1ccc(Oc2cc(Cl)cc(Cl)c2)c([N+](=O)[O-])c1 | i | i | i | 0 | i | i | i | i | i | 7 | i
O=C(Nc1ccc([N+](=O)[O-])cc1)c1cc(Cl)sc1Cl | i | i | i | 3 | i | i | i | i | i | 6 | i
C=CCSc1ccccc1C(=O)Nc1ncn[nH]1 | i | i | i | -1 | i | i | i | i | i | 1 | i
NC(=O)c1cccn1-c1ncc(C(F)(F)F)cc1Cl | i | i | i | -2 | i | i | i | i | i | -13 | i
Cc1ccc2nc(-c3ccc(-c4cccc(Cl)c4)cc3)c(NCc3ccccc3)n2c1 | i | i | i | -12 | i | i | i | i | i | 11 | i
O=C(CNC(=O)N1CC(=O)Nc2ccccc21)Nc1ccc(F)c(Cl)c1 | i | i | i | 2 | i | i | i | i | i | 1 | i

Source: PubChem
